Screening results as filed in PubChem.
proKLK7 act – activates the human kallikrein-7 zymogen; purified proKLK7, EDANS-DABCYL substrate fluorescence; 100% is mature enzyme control, 0% vehicle; P49862; actives 0.9% (n = 370,000); activation, % at 7 µM; AID 652039;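 active = activation above the mean of all tested compounds plus 3 SD, computed per campaign excluding outliers beyond control limits, cut at about 13% in these data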
Target sequence (P49862 whole entry, looked up): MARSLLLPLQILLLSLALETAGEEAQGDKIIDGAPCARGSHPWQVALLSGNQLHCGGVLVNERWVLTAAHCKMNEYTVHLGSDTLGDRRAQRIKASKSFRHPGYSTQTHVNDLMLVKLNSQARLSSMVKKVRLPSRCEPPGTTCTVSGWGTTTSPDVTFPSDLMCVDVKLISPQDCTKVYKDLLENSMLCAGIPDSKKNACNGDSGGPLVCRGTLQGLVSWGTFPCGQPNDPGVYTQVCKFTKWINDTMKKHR
Tn7 DDE FP – DD(E)-Tn7 binding inhibition, primary FP screen; FP displacement of FITC-Tn7 peptide from fibrin DD(E); 0% = median of compound wells per plate; inhibition, % at 8.3 µM; actives 0.13% (n = 370,000); AID 720508;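 active = inhibition above the mean of compounds falling within the control limits plus 3 SD of them, cut at about 14% in these data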;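 also: 0% = plate median of compound wells and 100% = 10 µM Aha-Tn7 peptide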
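Assay system: Human fibrin DD(E) protein | Medium: Tris buffer with calcium and detergent, pH 7.8 | Reagent: 0.1 µM fluorescent Tn7 | Compound dosing: Single point at 8.3 µM | Times: 10 min preincubation, 3 h with tracer, room temperature | Detection: Fluorescence polarization of the labelled Tn7 tracer | Controls: Aha-Tn7 high control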
Tn6 DDE FP – inhibitors of Tn6 peptide binding to human fibrin DD(E). P02675. Fibrin DD(E) TRITC-Tn6 fluorescence polarization displacement. inhibition, % at 8.3 µM. actives 0.21% (n = 370,000). AID 720509;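 active = inhibition above a per-campaign cutoff: mean of compounds within control limits plus 3 SD, cut at about 15% in these data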;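 also: 0% = median of all compound wells on the plate and 100% = blocking peptide control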
TCR-CD3 inh – human TCR-CD3 binding inhibition; TAMRA-labeled TCR probe fluorescence, biochemical; inhibition, % at 9.4 µM; actives 0.37% (n = 360,000); AID 651800; in the data active = inhibition above about 19%;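 also: recombinant mutant TCR 2C K166C tagged with TAMRA read by polarization; 0% = receptor in buffer alone and 100% = receptor with positive control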
SIAE primary – human SIAE inhibition, primary screen | Q9HAT2 | SIAE FP-Rh probe binding, fluorescence polarization | inhibition, % at 9.66 µM | actives 0.69% (n = 370,000);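 active = inhibition above a cutoff: mean of compounds within the control limits plus 3 SD of those, cut at about 17% in these data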;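 also: 0% = plate median of compound wells and 100% = probe without SIAE protein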
MBD2 inh – blocks human MBD2 binding to methylated DNA; Q9UBB5; TR-FRET, MBD2 binding to methylated oligonucleotide; inhibition, % at 4.4 µM; actives 0.31% (n = 370,000); in the data active = inhibition above about 13%
LEDGF integ inh – blocks HIV-1 LEDGF/p75-dependent DNA integration; TR-FRET IN-LEDGF/p75 DNA integration, Eu/Cy5; inhibition, % at 3.7 µM; actives 0.64% (n = 370,000); AID 743269;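 active = inhibition above the screen-wide mean plus 3 SD, cut at about 13% in these data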;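 also: signal is the Cy5 over europium emission ratio at 671 and 618 nm; 0% = plate median of compound wells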
UHRF1 binding – blocks human UHRF1 binding to methylated DNA; Q96T88; UHRF1 binding to methylated oligo, TR-FRET; inhibition, % at 4.4 µM; actives 0.75% (n = 370,000); in the data active = inhibition above about 21%;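 also: UHRF1 SRA domain binding a hemimethylated CpG hairpin DNA probe; 0% = median of test compound wells and 100% = reference inhibitor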
TDP2 inh – blocks human TDP2 phosphodiesterase activity. O95551. recombinant TDP2, T5PNP hydrolysis, p-nitrophenol absorbance 415 nm. inhibition, % at 12.8 µM. actives 0.34% (n = 370,000);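 active = inhibition above the mean of all tested compounds plus 3 SD, set per campaign, cut at about 25% in these data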;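 also: 0% = DMSO with enzyme and 100% = buffer with substrate but no TDP2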
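Material: recombinant human TDP2; quantity: TDP2 enzyme at 120 nM final; medium: Tris-HCl pH 7.5 with MgCl2; compound: single concentration, 12.8 µM nominal, with 1% DMSO; incubation: 2 h enzyme incubation at 37 °C; signal: epi absorbance; measure: percent inhibition; benchmarks: high control without enzyme, low control DMSO plus TDP2; repeats: singlicate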
PRMT1 FP inh – blocks human protein arginine methyltransferase 1 | recombinant PRMT1, activity-based probe fluorescence polarization | inhibition, % at 2.79 µM | actives 1.3% (n = 370,000) | AID 652257;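 active = inhibition above about 21% made by adding two undisclosed values, limit read from the data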
Target sequence (Q99873 whole entry, looked up): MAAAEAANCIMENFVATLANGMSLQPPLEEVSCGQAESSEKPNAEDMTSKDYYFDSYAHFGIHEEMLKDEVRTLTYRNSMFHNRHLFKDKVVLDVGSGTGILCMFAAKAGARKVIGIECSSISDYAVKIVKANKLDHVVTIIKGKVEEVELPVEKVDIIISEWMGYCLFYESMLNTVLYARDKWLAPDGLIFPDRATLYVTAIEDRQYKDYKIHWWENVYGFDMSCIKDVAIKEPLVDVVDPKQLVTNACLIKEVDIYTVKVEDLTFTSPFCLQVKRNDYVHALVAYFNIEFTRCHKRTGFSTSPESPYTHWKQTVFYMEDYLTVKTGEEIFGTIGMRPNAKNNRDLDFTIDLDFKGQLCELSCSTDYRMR
* marks the source's active call; other numbers are inactive results. This is a random part of the collection; about 4.6% have a hit in one of these screens.

How did C=CCNC(=O)C1CC(=O)N(c2ccc(OCc3ccc(F)cc3)cc2)C1 (stereo unspecified) do in these assays?
proKLK7 act: -0.4; Tn7 DDE FP: -1.6; Tn6 DDE FP: -2.8; TCR-CD3 inh: -11.1; SIAE primary: -1.0; MBD2 inh: 4.8; LEDGF integ inh: -2.0; UHRF1 binding: 2.8; TDP2 inh: 6.9; PRMT1 FP inh: 0.4

What do the screens show for `C#CCN1C(=O)C(O)(CC(=O)c2cc(OC)ccc2OC)c2ccccc21` (stereo unspecified)?
proKLK7 act: 0.3; Tn7 DDE FP: 4.6; Tn6 DDE FP: -4.4; TCR-CD3 inh: -3.2; SIAE primary: -4.9; MBD2 inh: -0.6; LEDGF integ inh: -3.3; UHRF1 binding: 2.5; TDP2 inh: -6.6; PRMT1 FP inh: 1.3

How did Cc1ccc(/C=C/C(=O)O)cc1S(=O)(=O)NCC1CCCO1 (stereo unspecified) do in these assays?
proKLK7 act: -0.2; Tn7 DDE FP: 4.8; Tn6 DDE FP: 3.9; TCR-CD3 inh: 5.6; SIAE primary: 4.8; MBD2 inh: 0.8; LEDGF integ inh: -0.8; UHRF1 binding: 1.2; TDP2 inh: 11.0; PRMT1 FP inh: -2.3

Results for C=CC[C@H](CC(=O)N[C@H](CO)Cc1ccccc1)C(=O)N[C@@H](COC(=O)[C@H](CC=C)CC(=O)OC(C)(C)C)Cc1c[nH]c2ccccc12 ?
proKLK7 act: 0.3; Tn7 DDE FP: 5.3; Tn6 DDE FP: 2.8; TCR-CD3 inh: 5.5; SIAE primary: 2.6; MBD2 inh: -4.5; LEDGF integ inh: 0.0; UHRF1 binding: -2.5; TDP2 inh: -17.1; PRMT1 FP inh: -1.8

What do the screens show for `COCCNC(=O)[C@@H]1CSC2c3ccc(OC)c(OC)c3C(=O)N21` (stereo partly specified)?
proKLK7 act: -0.6; Tn7 DDE FP: -7.0; Tn6 DDE FP: -3.4; TCR-CD3 inh: -0.3; SIAE primary: 2.4; MBD2 inh: -1.3; LEDGF integ inh: -1.6; UHRF1 binding: -0.1; TDP2 inh: 13.1; PRMT1 FP inh: 2.0

How did C[C@H](CO)N1C[C@H](C)[C@@H](CN(C)C(=O)Nc2ccccc2)Oc2ccc(NC(=O)CCN3CCOCC3)cc2C1=O do in these assays?
proKLK7 act: -0.5; Tn7 DDE FP: 4.0; Tn6 DDE FP: 9.7; TCR-CD3 inh: -2.2; SIAE primary: 0.4; MBD2 inh: 0.1; LEDGF integ inh: -8.5; UHRF1 binding: 0.4; TDP2 inh: 5.5; PRMT1 FP inh: 4.2

What do the screens show for `CCS(=O)(=O)c1ccc(-c2cccc(NC(=O)COc3ccc(Cl)cc3)c2)nn1`?
proKLK7 act: 0.2; Tn7 DDE FP: 0.1; Tn6 DDE FP: 5.2; TCR-CD3 inh: 6.8; SIAE primary: -4.3; MBD2 inh: 1.8; LEDGF integ inh: 3.5; UHRF1 binding: -1.8; TDP2 inh: 3.2; PRMT1 FP inh: -2.7

Results for COc1ccc(CN2C(=O)NC3(CCCCC3)C2=O)cc1F ?
proKLK7 act: -0.2; Tn7 DDE FP: 1.8; Tn6 DDE FP: 8.1; TCR-CD3 inh: -2.9; SIAE primary: -2.8; MBD2 inh: -1.5; LEDGF integ inh: -2.1; UHRF1 binding: 0.9; TDP2 inh: 1.8; PRMT1 FP inh: 1.2

What do the screens show for `O=C(NCC1CCCO1)c1cc2c(s1)CS(=O)(=O)C2` (stereo unspecified)?
proKLK7 act: 0.0; Tn7 DDE FP: -11.4; Tn6 DDE FP: 1.4; TCR-CD3 inh: 4.8; SIAE primary: -4.0; MBD2 inh: -0.3; LEDGF integ inh: 0.5; UHRF1 binding: -0.3; TDP2 inh: 1.6; PRMT1 FP inh: -0.2

What do the screens show for `COc1cccc(C(c2nnnn2C(C)(C)C)N2CCN(C/C=C/c3ccccc3)CC2)c1OC` (stereo unspecified)?
proKLK7 act: 0.9; Tn7 DDE FP: -1.9; Tn6 DDE FP: -3.2; TCR-CD3 inh: -1.8; SIAE primary: 5.2; MBD2 inh: -7.3; LEDGF integ inh: -0.3; UHRF1 binding: 3.1; TDP2 inh: -4.6; PRMT1 FP inh: -3.4

Results for COc1ccc(N2C(=NC(=O)c3ccc(Br)cc3)SC3CS(=O)(=O)CC32)cc1 (stereo unspecified) ?
proKLK7 act: -0.3; Tn7 DDE FP: -1.1; Tn6 DDE FP: -2.7; TCR-CD3 inh: -0.1; SIAE primary: 0.1; MBD2 inh: -2.7; LEDGF integ inh: -5.9; UHRF1 binding: 1.0; TDP2 inh: -1.0; PRMT1 FP inh: 2.6

Results for CCCc1noc(-c2cccc([N+](=O)[O-])c2)n1 ?
proKLK7 act: -0.1; Tn7 DDE FP: -6.5; Tn6 DDE FP: 0.5; TCR-CD3 inh: 5.5; SIAE primary: 0.7; MBD2 inh: -0.1; LEDGF integ inh: 10.5; UHRF1 binding: -1.8; TDP2 inh: 12.4; PRMT1 FP inh: -3.0

Results for COc1ccc2nc(NC(=O)CSCC(=O)Nc3cc(C)on3)sc2c1 ?
proKLK7 act: -0.4; Tn7 DDE FP: -7.3; Tn6 DDE FP: -5.8; TCR-CD3 inh: -6.8; SIAE primary: 3.5; MBD2 inh: -3.0; LEDGF integ inh: -5.3; UHRF1 binding: 0.4; TDP2 inh: -10.8; PRMT1 FP inh: 1.4

What do the screens show for `CCC(C)[C@H]1CNCCN1CCCc1cc(OC)c(OC)c(OC)c1` (stereo partly specified)?
proKLK7 act: 0.5; Tn7 DDE FP: 2.1; Tn6 DDE FP: 3.9; TCR-CD3 inh: 2.7; SIAE primary: 13.2; MBD2 inh: 4.2; LEDGF integ inh: -0.2; UHRF1 binding: 4.4; TDP2 inh: -6.1; PRMT1 FP inh: -1.8

What do the screens show for `CCCc1cc(N2CCCC(C(=O)NCC)C2)n2ncnc2n1` (stereo unspecified)?
proKLK7 act: -0.1; Tn7 DDE FP: -2.9; Tn6 DDE FP: 0.7; TCR-CD3 inh: -4.8; SIAE primary: -5.3; MBD2 inh: 2.1; LEDGF integ inh: -0.2; UHRF1 binding: 1.5; TDP2 inh: -4.1; PRMT1 FP inh: -1.8

Results for O=C(CN1C(=O)c2ccccc2C1=O)NCCOc1ccccc1 ?
proKLK7 act: -0.1; Tn7 DDE FP: -4.3; Tn6 DDE FP: -2.7; TCR-CD3 inh: 2.7; SIAE primary: 2.5; MBD2 inh: -1.2; LEDGF integ inh: 3.6; UHRF1 binding: -0.8; TDP2 inh: -10.4; PRMT1 FP inh: -3.0

Results for CC(C)c1[nH]c(=O)c(C#N)c2c1CSC(C)(C)C2 ?
proKLK7 act: 6.1; Tn7 DDE FP: -3.8; Tn6 DDE FP: -6.7; TCR-CD3 inh: 0.0; SIAE primary: -1.3; MBD2 inh: 4.3; LEDGF integ inh: -6.3; UHRF1 binding: 4.3; TDP2 inh: -10.5; PRMT1 FP inh: 8.0

How did CC(C)N(C)C(=O)c1ccc(OC2CCN(CCc3ccccc3)CC2)cc1 do in these assays?
proKLK7 act: -0.1; Tn7 DDE FP: -3.9; Tn6 DDE FP: 9.6; TCR-CD3 inh: -3.1; SIAE primary: -1.9; MBD2 inh: -3.7; LEDGF integ inh: -2.3; UHRF1 binding: 2.4; TDP2 inh: -16.2; PRMT1 FP inh: -1.5

What do the screens show for `CCOC(=O)CCCCC(=O)c1[nH]c(=O)[nH]c1C[n+]1ccc(C)cc1`?
proKLK7 act: -0.6; Tn7 DDE FP: -3.5; Tn6 DDE FP: -5.3; TCR-CD3 inh: 4.1; SIAE primary: 3.6; MBD2 inh: -3.7; LEDGF integ inh: 8.1; UHRF1 binding: -2.7; TDP2 inh: 9.4; PRMT1 FP inh: -1.8

Results for COc1ccc(Br)cc1/C=N/n1c(C)nnc1C ?
proKLK7 act: -0.3; Tn7 DDE FP: 7.9; Tn6 DDE FP: -1.8; TCR-CD3 inh: 2.0; SIAE primary: 9.6; MBD2 inh: 2.5; LEDGF integ inh: -0.7; UHRF1 binding: -2.0; TDP2 inh: 3.6; PRMT1 FP inh: -5.8

What do the screens show for `Cc1cc(NS(=O)(=O)c2ccc(NS(=O)(=O)c3cc(C)c(Cl)cc3Cl)cc2)no1`?
proKLK7 act: 0.0; Tn7 DDE FP: -7.5; Tn6 DDE FP: 0.7; TCR-CD3 inh: 3.5; SIAE primary: -6.6; MBD2 inh: -1.6; LEDGF integ inh: 4.5; UHRF1 binding: -1.5; TDP2 inh: -5.2; PRMT1 FP inh: -1.4

How did CN1C(=O)c2cc(NC(=O)Nc3ccccc3)ccc2OC[C@H]2O[C@@H](CC(=O)N[C@H]3CCN(Cc4ccccc4)C3)CC[C@@H]21 do in these assays?
proKLK7 act: 0.3; Tn7 DDE FP: 1.6; Tn6 DDE FP: -3.8; SIAE primary: -2.9; MBD2 inh: 8.1; LEDGF integ inh: -1.6; UHRF1 binding: 4.8; TDP2 inh: 5.1; PRMT1 FP inh: 2.5

What do the screens show for `CC(C)(C)c1cc2nc(NCCc3ccc(S(N)(=O)=O)cc3)ccn2n1`?
proKLK7 act: 0.2; Tn7 DDE FP: 0.9; Tn6 DDE FP: -2.8; TCR-CD3 inh: -7.2; SIAE primary: 0.8; MBD2 inh: -0.1; LEDGF integ inh: -1.8; UHRF1 binding: 2.9; TDP2 inh: 4.2; PRMT1 FP inh: 2.6
